TSG101-PTAP inh: qHTS Assay for Iinhibitors of HIV-1 Budding by Blocking the Interaction of PTAP/TSG101; Fluorescence polarization, FITC-PTAP peptide / Tsg101 binding; Potency, µM (doses to about 115 µM), inactives show at the highest dose activity change, negative = inhibition, usual class: inhibitors; 340,000 tested, under 10 active; AID 493005, 2010; active means well fitted inhibition curve with a large enough effect in the main read-out, with a control signal flat, not every such curve was filed as active; inconclusive means small, poorly fitted or top-dose-only effect, or effect the other way, or a change in a side signal; inactive means no such curve, though single readings can be large or run the other way; further: potency means the concentration at half of the fitted maximal effect; % of control where 0% means no effect
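Fluorescence polarization binding of Tsg101 binding domain (10 uM final) to FITC-labeled PTAP peptide (50 nM final) in HEPES pH 7.5 buffer with NaCl, Tween 20, EDTA, TCEP. Compounds added before peptide; binding 20 min at RT.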
BRCA1 expr up: qHTS Assay to Identify Small Molecule Activators of BRCA1 Expression | Potency, µM (highest dose often 46.1 µM), without a hit: at the highest dose activation, most hits filed as activators | hit rate 1.1% among 380,000 | MCF7-BRCA1-FFLuc reporter, luminescence, 48 h; response scale: scaled: vehicle 0%, 10 µM genistein 100%; further: potency means the concentration at half of the fitted maximal effect; nearly all actives have a fitted effect of over 80% in size; some results filed as inactive show a strong effect at the top dose
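Compounds are tested at multiple concentrations on MCF7 BRCA1-luciferase reporter cells seeded at 2000 per well; after 48 h, a single luminescence end-point is taken and curves fitted to the normalized data.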
p53 reactivator: qHTS assay for re-activators of p53 using a Luc reporter; H1299 p53-A138V BP100-luciferase reporter, luminescence, 24 h; Potency, µM (series often up to 92.2 µM), for inactives: at the top dose activity change, positive = activation, hits mostly activators; hit rate 0.063% among 320,000; further: potency means the concentration at half of the fitted maximal effect; % of control where 0% means no effect; nearly all actives have a fitted effect of over 45% in size
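p53-null H1299 cells stably carrying temperature-sensitive p53-A138V and a BP100-luciferase reporter were pinned with compounds (4-point, 1:5 series) and held 24 hrs at 37 deg C. Luminescence was read 10 min after detection reagent.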
TRPV1 ag: HTS Assay for Compounds that Act as Agonists of the Vanilloid Receptor 1; Transient receptor potential cation channel subfamily V member 1 (Homo sapiens), Q8NER1; TRPV1-expressing cells, Fluo-8 calcium influx, agonist mode; activation, % at 8.33 µM; hit rate 0.19% among 320,000; in the data active means activation above about 80%; inconclusive means between about 30% and that limit; further: 0% is about no effect
Target sequence (Q8NER1 whole entry, looked up): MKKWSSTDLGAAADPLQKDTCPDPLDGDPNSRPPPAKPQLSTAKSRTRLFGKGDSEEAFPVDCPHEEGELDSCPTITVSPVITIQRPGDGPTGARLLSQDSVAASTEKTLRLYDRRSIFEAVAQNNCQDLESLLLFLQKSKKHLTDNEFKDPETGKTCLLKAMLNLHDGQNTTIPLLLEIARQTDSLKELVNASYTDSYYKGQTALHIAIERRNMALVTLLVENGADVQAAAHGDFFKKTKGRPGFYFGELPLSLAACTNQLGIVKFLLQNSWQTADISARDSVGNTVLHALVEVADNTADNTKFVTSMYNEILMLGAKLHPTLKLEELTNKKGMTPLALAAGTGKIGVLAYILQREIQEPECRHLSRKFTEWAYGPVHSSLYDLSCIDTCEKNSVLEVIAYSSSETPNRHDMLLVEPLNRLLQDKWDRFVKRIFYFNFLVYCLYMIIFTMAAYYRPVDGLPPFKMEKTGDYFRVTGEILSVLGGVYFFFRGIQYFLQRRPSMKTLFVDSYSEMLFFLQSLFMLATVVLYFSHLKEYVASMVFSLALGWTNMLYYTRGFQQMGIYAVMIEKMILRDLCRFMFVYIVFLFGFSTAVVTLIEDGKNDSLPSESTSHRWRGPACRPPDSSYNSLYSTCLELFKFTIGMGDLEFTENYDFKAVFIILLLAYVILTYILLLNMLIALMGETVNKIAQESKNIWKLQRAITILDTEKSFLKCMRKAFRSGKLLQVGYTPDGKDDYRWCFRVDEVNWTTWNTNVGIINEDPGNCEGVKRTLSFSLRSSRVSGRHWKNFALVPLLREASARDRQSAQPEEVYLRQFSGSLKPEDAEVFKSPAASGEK
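Cells expressing TRPV1 were dye-loaded with Fluo-8 and read kinetically: 10 s baseline, 3 min after compound (agonist portion), then 2 min after EC20 capsaicin (allosteric enhancer portion). Calcium-bound dye fluorescence at 480/520 nm.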
CXXC DNA block: qHTS Fluorescence Polarization Assay for Inhibitors of MLL CXXC domain - DNA interaction; Potency, µM (highest dose often 115 µM), for the others: at the highest dose activity change, negative = inhibition, most hits filed as inhibitors; hit rate 0.037% among 290,000; MLL-CXXC / FITC-HOXA9 DNA fluorescence polarization; Histone-lysine N-methyltransferase 2A (Homo sapiens), Q03164; active means well fitted inhibition curve with a large enough effect in the polarisation, with a control signal flat, not every such curve was filed as active; inconclusive means small, poorly fitted or top-dose-only effect, or effect the other way, or a change in a side signal; inactive means no such curve, though single readings can be large or run the other way; the % refers to the polarisation; further: potency means the concentration at half of the fitted maximal effect
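Purified MLL-CXXC (added from a 7 uM solution) was preincubated 5 min at ambient with pinned compounds in 50 mM Tris-HCl pH 7.5, 50 mM NaCl, 1 mM DTT, 0.05% BSA. Fluorescein-labeled HOX-A9 DNA (50 nM solution) followed, 30 min, then polarization read.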
Integrin act MD: qHTS for Activators of Integrin-Mediated Alleviation for Muscular Dystrophy; alpha7betagal myoblasts, beta-gal FDG fluorescence, 48 h; Potency, µM (titrated, usually from 38.3 µM), for the others: top-dose activation, actives largely listed as activators; hit rate 0.064% among 350,000;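 further: potency means the concentration at half of the fitted maximal effect; 100% = response of the positive control SU9516; nearly all actives have a fitted effect of over 60% in size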
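Alpha7betagal+/- myoblasts (passage 13) were plated 16-24 hr, then exposed to compounds (1:260 dilution of DMSO stock) for 48 hours at 37C. After MPER lysis, β-galactosidase reporter activity was read as FDG fluorescence (ex 480/em 540) after 30 minutes.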
B2AR arrestin: qHTS assay of beta-arrestin-biased ligands of beta2-adrenergic receptor | Beta-2 adrenergic receptor (Homo sapiens), P07550 | beta-arrestin recruitment to beta2AR, cell-based reporter | Potency, µM (doses to about 46.1 µM), inactives show at the top dose activation, usual class: activators | hit rate 0.02% among 330,000;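 further: potency means the concentration at half of the fitted maximal effect; 0% = DMSO controls and full agonism = EC100 isoproterenol or metaproterenol; nearly all actives have a fitted effect of over 65% in size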
ELG1 DNA repair: qHTS screen for small molecules that inhibit ELG1-dependent DNA repair in human embryonic kidney (HEK293T) cells expressing luciferase-tagged ELG1. Potency, µM (series often up to 46.1 µM), for the others: at the top dose activity change, negative = inhibition, most hits filed as inhibitors. hit rate 2.3% among 330,000. HEK293T ELG1-luciferase reporter, luminescence, 16 h; DNA damage induced by 5-fluorouridine. AID 504467, 2011; further: potency means the concentration at half of the fitted maximal effect; on the % scale 0 is the no-effect control and ±100 the full control effect; nearly all actives have a fitted effect of over 55% in size
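In this reporter screen, reduction of luminescence relative to DMSO vehicle indicated activity. Compounds and 5-fluorouridine were added together to 2,000 cells per well, incubated for 16 hr at 37 °C, then developed with ONE-Glo.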
AT treatment: qHTS Assay for Identifying a Potential Treatment of Ataxia-Telangiectasia | Potency, µM (top dose mostly 57.5 µM), for the others: at the top dose activation, usual class: activators | AID 485349, 2010 | hit rate 0.19% among 320,000 | […] A-T fibroblasts, KAP-1 phosphorylation AlphaLISA; neocarzinostatin DNA damage 30 min before lysis; further: potency means the concentration at half of the fitted maximal effect; % of control where 0% means no effect; nearly all actives have a fitted effect of over 45% in size
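hTERT-immortalized A-T patient fibroblasts ([…]), 500 cells/well in OPTI-MEM, 1% FBS, got compounds for 60 min, then NCS for 30 min at 37C. Lysates were then assayed for phospho-KAP-1 by AlphaLISA (anti-pKAP1 donor, anti-KAP1 acceptor beads), 6 hr at 25C.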
TCR activator: Activators of T cell receptors: qHTS campaign; primary human leukocytes, anti-CD3, IL-2 HTRF, 48 h; Potency, µM (series often up to 9.22 µM), without a hit: at the top dose activation of IL-2 secretion, hits mostly activators; 330,000 tested, under 10 active; AID 504894, 2011; further: % of control where 0% means no effect
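Compounds are tested in HTS on primary human leukocytes co-incubated with a-CD3 beads for 48 hr. IL-2 output is measured by time-resolved FRET.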
* = called active by the depositor; ? = inconclusive; . = not tested or not shown; [ ] = another dose, or the depositor's remark. Unless noted, the call rests on the fitted dose curve; in most records, active means well fitted curve in the direction sought with a large enough effect; inconclusive means small, poorly fitted or top-dose-only effect, or another doubt; inactive means no such curve, though single readings can be large; an effect the other way counts as inactive or inconclusive.

| Compound | TSG101-PTAP inh | p53 reactivator | ELG1 DNA repair | TCR activator | BRCA1 expr up | Integrin act MD | CXXC DNA block | AT treatment | B2AR arrestin | TRPV1 ag |
| --- | --- | --- | --- | --- | --- | --- | --- | --- | --- | --- |
| CN(C)S(=O)(=O)c1ccc(C(=O)NCC(=O)Nc2ccc(F)c(F)c2)cc1 | -2% | -3% | -7% | 7% | -1% | 9% | -7% | -3% | -0.4% | 0 |
| COc1cccc(C2=NO[C@@H]3C(=O)N(Cc4ccccc4)C(=O)[C@H]23)c1OC | -4% | 4% | 0% | -6% | 2% | 10% | -4% | 12% | -1.2% | 0 |
| O=C(CN(Cc1ccco1)C(=O)c1nsc(Cl)c1Cl)NC1CCCCC1 | -4% | 9% | -8% | -11% | 11% | 2% | -21% | -7% | 0.0% | 8 |
| CC(OC(=O)c1cccc(S(=O)(=O)N2CCCC2)c1)C(=O)NC1CCCCC1C (configuration not stated) | -6% | -9% | 22% | 0% | -2% | -10% | . | 9% | -0.2% | 6 |
| Nn1cnc2scc(-c3ccco3)c2c1=O | 3% | 3% | -7% | 2% | 2% | 0% | 42%[activator] | 3% | 0.2% | 0 |
| O=C(O)CCCC(=O)Nc1ccc(Cl)c(Cl)c1 | 0% | -5% | -1% | -9% | -6% | 10% | 7% | -4% | 0.0% | 5 |
| O=C(Nc1ccc(Br)c(C(F)(F)F)c1)c1ccc(C(F)(F)F)cc1 | -3% | ? | ? | -5% | -90%[inhibitor] | -70%[inhibitor] | -3% | 21% | -0.6% | ? |
| CCOCCCNC(=O)C1CC(=O)N(C2CCCC2)C1 (configuration not stated) | -3% | 12% | 11% | . | 11% | 5% | -4% | -5% | -0.4% | 0 |
| O=C(NCC(=O)N1CCN(Cc2ccccc2)CC1)c1ccc(Cl)cc1 | -1% | -16% | ? | 0% | -1% | 28% | 0% | -1% | -0.1% | 18 |
| CCC(C)C(NS(=O)(=O)c1ccc(C)cc1)C(=O)N1CCOCCOCCOCC1 (configuration not stated) | -1% | -2% | -6% | 4% | 2% | -1% | -1% | -5% | 0.5% | 2 |
| CCCCC(=O)N/N=C/c1ccc(N2CCOCC2)c([N+](=O)[O-])c1 | -7% | 3% | ? | 2%[46.1 µM] | 2% | -15% | 7% | 3% | -0.9% | 3 |
| c1cc2c(c(NCc3ccncc3)c1)CCCC2 | 0% | -6% | -18% | -6% | -12% | -7% | 2% | 7% | 0.0% | 5 |
| O=C1OC(OC2CCCCC2)(c2ccccc2)c2ccccc21 (configuration not stated) | . | -4% | 1% | . | -1% | -14% | -3% | 14% | -0.5% | 22 |
| Cc1ccc(CN2C(=O)c3ccccc3Sc3ccc(C(=O)NCCCN4CCOCC4)cc32)cc1 | -9% | -13% | ? | 1% | -19% | -9% | 0% | -15% | -1.6% | 20 |
| CCOc1ccccc1NC(=O)NC(C)c1ccncc1 (configuration not stated) | 1% | -1% | -1% | 0% | -19% | -14% | 44% | 0% | -1.0% | -2 |
| COC(=O)c1cc(OC)cc(O)c1C(=O)c1c(O)cc(C)cc1O | -4% | -2% | -1% | -19% | 2% | -2% | -4% | 24% | -0.5% | -4 |
| O=C(NCCN1C(=O)S/C(=C\c2cccc(Cl)c2Cl)C1=O)C1=COCCO1 | 0% | -1% | -4% | 5% | -54% | -20% | -21% | ? | 0.3% | 15 |
| COc1ccc(/C(C)=N/NC(=O)c2nnn(-c3nonc3N)c2-c2ccccc2)cc1 | 2% | 1% | ? | 0% | -19% | 13% | 3% | -3% | 0.0% | 2 |
| COc1ccc(CCN2CCCn3c2nc2c3c(=O)n(CC(N)=O)c(=O)n2C)cc1OC | -3% | 1% | 22% | 0% | 14% | 51% | 20% | 11% | 0.0% | 2 |
| COc1cc(/C=N/NS(=O)(=O)c2ccc(Br)cc2)ccc1O | -4% | -1% | -9% | -2% | 1% | 46% | 9% | 12% | 0.4% | 18 |
| O=C(COC(=O)Cc1c(F)cccc1Cl)Nc1ccc2[nH]c(=O)[nH]c2c1 | -10% | -9% | 13% | 4%[46.1 µM] | -3% | 6% | . | 8% | 0.0% | . |
| CCn1ncc2c1C(=O)NC1c3ccccc3C(=O)N21 (configuration not stated) | -11% | 11% | 2% | 4% | 15% | 0% | 0% | 11% | 0.4% | 1 |
| CCN(CC)CCOC(=O)c1ccc(NC(=O)C2(c3ccccc3)CCCC2)cc1 | -8% | 6% | 0% | -1% | -10% | 27% | 22% | 5% | -0.8% | -1 |
| NS(=O)(=O)c1ccc(CCNC(=O)c2cc(-c3cc(Cl)ccc3O)n[nH]2)cc1 | -2% | -5% | -3% | -2% | 22% | 6% | 11% | 3% | -0.2% | -2 |
| CN(Cc1ccc(F)cc1)C(=O)c1cccc(S(=O)(=O)NCc2ccccc2)c1 | 2% | -4% | -9% | -3% | -12% | -14% | . | 2% | 0.0% | 6 |
| O=C(NNc1ccc(Cl)cc1)c1sccc1Cl | -3% | 0% | 0% | -4% | -22% | 6% | -4% | 1% | -0.1% | 0 |
| CC(C)(C)C(=O)NC1=NN(c2c(Cl)cc(Cl)cc2Cl)C(=O)C1 | -2% | -2% | 6% | -2% | -3% | 7% | 4% | -1% | 0.0% | ? |
| Cc1ccc(NC(=S)Nc2ccc(C(C)C)cc2)cc1S(=O)(=O)N1CCCCCC1 | 1% | 18% | 12µM* | -3%[46.1 µM] | -73% | -51%[inhibitor] | 21% | 3% | 1.9% | 3 |
| COc1cccc(C2c3[nH]c4ccccc4c3C[C@H]3C(=O)N(CCCO)CC(=O)N23)c1OC (some centres not stated) | 1% | -5% | 18% | 7% | 6% | -28% | 7% | 1% | 0.0% | 2 |
| CCOc1ccccc1-n1ccn(CC(=O)Nc2ccc(Br)cc2F)c(=O)c1=O | -1% | -8% | ? | 0% | -24% | 28% | . | 10% | -0.1% | 4 |
| CC(C)(CNC(=O)c1cccc(S(=O)(=O)Nc2ccc(SC(F)F)cc2)c1)N1CCOCC1 | -4% | . | . | 4% | -15% | 7% | . | . | . | . |
| CCCOc1ccc(C(=O)NNC(=S)NC(=O)c2ccccc2)cc1 | -5% | 11% | -17% | 4% | -70% | -35% | -11% | 4% | -0.4% | 21 |
| CCOc1ccc(S(=O)(=O)N(C)C2CCCCC2)cc1 | -1% | -7% | -1% | 0% | -3% | -27% | -3% | 4% | -1.8% | ? |
| COc1ccc(CNc2nc3ccccc3n2CCN2CCCCC2)c(OC)c1 | -4% | 4% | -14% | -41% | -30% | 0% | -11% | 1% | -0.7% | ? |
| COCc1c(Br)c(C)nc2sc3c(=O)[nH]nnc3c12 | -2% | -1% | -26% | 0% | 11% | -11% | 5% | 41% | -0.8% | -3 |
| O=C(COC(=O)c1ccccc1NCCO)NCC1CCCCC1 | -2% | 10% | ? | -4% | 81% | -2% | . | 23% | -0.2% | 3 |
| CCc1ccc(OCC(=O)NC(NC(=S)Nc2ccc(Cl)cc2)C(Cl)(Cl)Cl)cc1 (configuration not stated) | 2% | -14% | ? | 6%[46.1 µM] | -78% | -56%[inhibitor] | 9% | 4% | -0.3% | 27 |
| Cc1ccc(NC(=O)CN2CCCCCC2)c(Br)c1 | 1% | 23% | ? | 4% | 11µM* | 27% | -4% | 3% | -0.7% | 4 |
| O=[N+]([O-])c1c(C(Cl)Cl)nn(-c2ccc(Cl)cc2)c1N1CCCCC1 | -6% | 10% | 2% | 10%[46.1 µM] | -57% | 8% | 14% | 2% | 0.5% | 11 |

Rewritten with two lines to a compound: part of the list above.
The line under a structure holds: TSG101-PTAP inh, p53 reactivator, ELG1 DNA repair, TCR activator, BRCA1 expr up, Integrin act MD, CXXC DNA block, AT treatment, B2AR arrestin, TRPV1 ag
> COCc1c(Br)c(C)nc2sc3c(=O)[nH]nnc3c12
→ -2%, -1%, -26%, 0%, 11%, -11%, 5%, 41%, -0.8%, -3
> COc1ccc(CNc2nc3ccccc3n2CCN2CCCCC2)c(OC)c1
→ -4%, 4%, -14%, -41%, -30%, 0%, -11%, 1%, -0.7%, ?
> CC(C)(CNC(=O)c1cccc(S(=O)(=O)Nc2ccc(SC(F)F)cc2)c1)N1CCOCC1
→ -4%, ., ., 4%, -15%, 7%, ., ., ., .
> CCOc1ccc(S(=O)(=O)N(C)C2CCCCC2)cc1
→ -1%, -7%, -1%, 0%, -3%, -27%, -3%, 4%, -1.8%, ?
> CCc1ccc(OCC(=O)NC(NC(=S)Nc2ccc(Cl)cc2)C(Cl)(Cl)Cl)cc1 (configuration not stated)
→ 2%, -14%, ?, 6%[46.1 µM], -78%, -56%[inhibitor], 9%, 4%, -0.3%, 27
